# Giardia killer – Giardia lamblia killing | activity change, % at 7.66 µM, hits read low | 0.15% of 340,000 active | Giardia lamblia trophozoite viability; in the data active means activity change below about -80%; inconclusive means between about -30% and that limit;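 further: parasites exposed to compound for two days anaerobically before the ATP read; on the % scale 0 is the no-effect control and ±100 the full control effect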
#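 Trophozoites 100 cells/well + cpd; 48 hrs, 37 deg C, anaerobic. ATPLite 1-Step added, 15-30 min RT, luminescence read (ATP-based viability).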
# A-T KAP1 phos – potential ataxia-telangiectasia treatments restoring KAP-1 phosphorylation | […] A-T fibroblasts, KAP-1 phosphorylation AlphaLISA; neocarzinostatin DNA damage 30 min before lysis | Potency, µM (highest dose often 57.5 µM), for inactives: top-dose activation, usual class: activators | 0.19% of 320,000 active | AID 485349; further: potency means the concentration at half of the fitted maximal effect; % of control where 0% means no effect; nearly all actives have a fitted effect of over 45% in size
#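 ATM-like activity read as KAP-1 phosphorylation via AlphaLISA donor/acceptor antibody pairs after lysis and 6 hr at 25C. Cells were ATM-null patient fibroblasts ([…], hTERT), dosed 60 min, then exposed to the DSB inducer NCS for 30 min.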
# TSHR antagonist – blocks TSH signaling through the human TSH receptor; TSHR-expressing cells, TSH-stimulated cAMP HTRF, 2 h; hits give low values; activity change, negative = inhibition, % at 11.5 µM; 0.2% of 330,000 active; AID 504810;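 active means activity change below a set negative limit, meaning inhibition stronger than a set level, cut at about -70% in these data; inconclusive means activity change between two set negative limits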; further: on the % scale 0 is the no-effect control and ±100 the full control effect
#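 Competitive HTRF cAMP read-out (cryptate anti-cAMP antibody, cAMP-d2; 30 min, room temperature) in freshly harvested TSHR cells. Compounds added before TSH at EC80 (4nM final), followed by 2 hours' incubation at 37 deg C.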
# Chronic BCR inh – inhibitors of chronic active B-cell receptor signaling; ABC-DLBCL IkBa-CBG/CBR reporter, luminescence ratio, 4 h; Potency, µM (doses to about 46.1 µM), inactives show at the highest dose ratio change, negative = lower green/red ratio, actives largely listed as inhibitors; 0.05% of 340,000 active; AID 493014; active means well fitted inhibition curve with a large enough effect in the signal ratio, with a control signal flat, not every such curve was filed as active; inconclusive means small, poorly fitted or top-dose-only effect, or effect the other way, or a change in a side signal; the % refers to the signal ratio;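 further: potency means the concentration at half of the fitted maximal effect; plate controls were basal doxycycline-induced cells for no effect and cells given 10 µM MG132 for full effect; MG132 reads +100%, hits lower the ratio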
#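 Doxycycline induced both beetle luciferases in TMD8 lymphoma cells; IKK-driven degradation limits the IkappaBalpha-fused green signal, while red luminescence normalises for cell number and nonspecific effects. Compounds tested up to 46 uM, 4 hrs.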
# Tb PFK inh – blocks T. brucei phosphofructokinase | T. brucei PFK, ADP-Glo luminescence | O15648 | AID 485367 | Potency, µM (top dose mostly 57.5 µM), for the others: at the highest dose activity, negative = inhibition, hits mostly inhibitors | 0.17% of 330,000 active;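 further: potency means the concentration at half of the fitted maximal effect; 0% = uninhibited 1x PFK enzyme wells and -100% = no-enzyme wells; nearly all actives have a fitted effect of over 60% in size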
#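 1.25 nM PFK with 0.5 mM F6P and 0.1 mM ATP in 0.1 M TEA pH 8.0, 5 mM MgCl2, incubated 45 min at room temperature; ADP measured by ADP-Glo luminescence; compounds titrated up to 57 uM.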
# GALK inhibitor – galactokinase (human) inhibition | P51570 | Purified GALK, Kinase-Glo residual ATP luminescence | Potency, µM (doses to about 57.5 µM), without a hit: at the highest dose activity change, negative = inhibition, actives largely listed as inhibitors | 0.007% of 270,000 active; further: potency means the concentration at half of the fitted maximal effect; on the % scale 0 is the no-effect control and ±100 the full control effect
#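 The enzyme phosphorylates galactose (100 uM) using ATP (35 uM); inhibition is detected as higher residual ATP, quantified by bioluminescence after 1 h reaction at room temperature, pH 8.0.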
# CXXC DNA block – blocks binding of human MLL CXXC domain to DNA; Q03164; MLL-CXXC / FITC-HOXA9 DNA fluorescence polarization; Potency, µM (top dose mostly 115 µM), for the others: at the highest dose activity change, negative = inhibition, actives largely listed as inhibitors; 0.037% of 290,000 active; active means well fitted inhibition curve with a large enough effect in the polarisation, with a control signal flat, not every such curve was filed as active; inconclusive means small, poorly fitted or top-dose-only effect, or effect the other way, or a change in a side signal; inactive means no such curve, though single readings can be large or run the other way; the % refers to the polarisation; further: potency means the concentration at half of the fitted maximal effect
# Target sequence (Q03164 whole entry, looked up, the tested form may be a part): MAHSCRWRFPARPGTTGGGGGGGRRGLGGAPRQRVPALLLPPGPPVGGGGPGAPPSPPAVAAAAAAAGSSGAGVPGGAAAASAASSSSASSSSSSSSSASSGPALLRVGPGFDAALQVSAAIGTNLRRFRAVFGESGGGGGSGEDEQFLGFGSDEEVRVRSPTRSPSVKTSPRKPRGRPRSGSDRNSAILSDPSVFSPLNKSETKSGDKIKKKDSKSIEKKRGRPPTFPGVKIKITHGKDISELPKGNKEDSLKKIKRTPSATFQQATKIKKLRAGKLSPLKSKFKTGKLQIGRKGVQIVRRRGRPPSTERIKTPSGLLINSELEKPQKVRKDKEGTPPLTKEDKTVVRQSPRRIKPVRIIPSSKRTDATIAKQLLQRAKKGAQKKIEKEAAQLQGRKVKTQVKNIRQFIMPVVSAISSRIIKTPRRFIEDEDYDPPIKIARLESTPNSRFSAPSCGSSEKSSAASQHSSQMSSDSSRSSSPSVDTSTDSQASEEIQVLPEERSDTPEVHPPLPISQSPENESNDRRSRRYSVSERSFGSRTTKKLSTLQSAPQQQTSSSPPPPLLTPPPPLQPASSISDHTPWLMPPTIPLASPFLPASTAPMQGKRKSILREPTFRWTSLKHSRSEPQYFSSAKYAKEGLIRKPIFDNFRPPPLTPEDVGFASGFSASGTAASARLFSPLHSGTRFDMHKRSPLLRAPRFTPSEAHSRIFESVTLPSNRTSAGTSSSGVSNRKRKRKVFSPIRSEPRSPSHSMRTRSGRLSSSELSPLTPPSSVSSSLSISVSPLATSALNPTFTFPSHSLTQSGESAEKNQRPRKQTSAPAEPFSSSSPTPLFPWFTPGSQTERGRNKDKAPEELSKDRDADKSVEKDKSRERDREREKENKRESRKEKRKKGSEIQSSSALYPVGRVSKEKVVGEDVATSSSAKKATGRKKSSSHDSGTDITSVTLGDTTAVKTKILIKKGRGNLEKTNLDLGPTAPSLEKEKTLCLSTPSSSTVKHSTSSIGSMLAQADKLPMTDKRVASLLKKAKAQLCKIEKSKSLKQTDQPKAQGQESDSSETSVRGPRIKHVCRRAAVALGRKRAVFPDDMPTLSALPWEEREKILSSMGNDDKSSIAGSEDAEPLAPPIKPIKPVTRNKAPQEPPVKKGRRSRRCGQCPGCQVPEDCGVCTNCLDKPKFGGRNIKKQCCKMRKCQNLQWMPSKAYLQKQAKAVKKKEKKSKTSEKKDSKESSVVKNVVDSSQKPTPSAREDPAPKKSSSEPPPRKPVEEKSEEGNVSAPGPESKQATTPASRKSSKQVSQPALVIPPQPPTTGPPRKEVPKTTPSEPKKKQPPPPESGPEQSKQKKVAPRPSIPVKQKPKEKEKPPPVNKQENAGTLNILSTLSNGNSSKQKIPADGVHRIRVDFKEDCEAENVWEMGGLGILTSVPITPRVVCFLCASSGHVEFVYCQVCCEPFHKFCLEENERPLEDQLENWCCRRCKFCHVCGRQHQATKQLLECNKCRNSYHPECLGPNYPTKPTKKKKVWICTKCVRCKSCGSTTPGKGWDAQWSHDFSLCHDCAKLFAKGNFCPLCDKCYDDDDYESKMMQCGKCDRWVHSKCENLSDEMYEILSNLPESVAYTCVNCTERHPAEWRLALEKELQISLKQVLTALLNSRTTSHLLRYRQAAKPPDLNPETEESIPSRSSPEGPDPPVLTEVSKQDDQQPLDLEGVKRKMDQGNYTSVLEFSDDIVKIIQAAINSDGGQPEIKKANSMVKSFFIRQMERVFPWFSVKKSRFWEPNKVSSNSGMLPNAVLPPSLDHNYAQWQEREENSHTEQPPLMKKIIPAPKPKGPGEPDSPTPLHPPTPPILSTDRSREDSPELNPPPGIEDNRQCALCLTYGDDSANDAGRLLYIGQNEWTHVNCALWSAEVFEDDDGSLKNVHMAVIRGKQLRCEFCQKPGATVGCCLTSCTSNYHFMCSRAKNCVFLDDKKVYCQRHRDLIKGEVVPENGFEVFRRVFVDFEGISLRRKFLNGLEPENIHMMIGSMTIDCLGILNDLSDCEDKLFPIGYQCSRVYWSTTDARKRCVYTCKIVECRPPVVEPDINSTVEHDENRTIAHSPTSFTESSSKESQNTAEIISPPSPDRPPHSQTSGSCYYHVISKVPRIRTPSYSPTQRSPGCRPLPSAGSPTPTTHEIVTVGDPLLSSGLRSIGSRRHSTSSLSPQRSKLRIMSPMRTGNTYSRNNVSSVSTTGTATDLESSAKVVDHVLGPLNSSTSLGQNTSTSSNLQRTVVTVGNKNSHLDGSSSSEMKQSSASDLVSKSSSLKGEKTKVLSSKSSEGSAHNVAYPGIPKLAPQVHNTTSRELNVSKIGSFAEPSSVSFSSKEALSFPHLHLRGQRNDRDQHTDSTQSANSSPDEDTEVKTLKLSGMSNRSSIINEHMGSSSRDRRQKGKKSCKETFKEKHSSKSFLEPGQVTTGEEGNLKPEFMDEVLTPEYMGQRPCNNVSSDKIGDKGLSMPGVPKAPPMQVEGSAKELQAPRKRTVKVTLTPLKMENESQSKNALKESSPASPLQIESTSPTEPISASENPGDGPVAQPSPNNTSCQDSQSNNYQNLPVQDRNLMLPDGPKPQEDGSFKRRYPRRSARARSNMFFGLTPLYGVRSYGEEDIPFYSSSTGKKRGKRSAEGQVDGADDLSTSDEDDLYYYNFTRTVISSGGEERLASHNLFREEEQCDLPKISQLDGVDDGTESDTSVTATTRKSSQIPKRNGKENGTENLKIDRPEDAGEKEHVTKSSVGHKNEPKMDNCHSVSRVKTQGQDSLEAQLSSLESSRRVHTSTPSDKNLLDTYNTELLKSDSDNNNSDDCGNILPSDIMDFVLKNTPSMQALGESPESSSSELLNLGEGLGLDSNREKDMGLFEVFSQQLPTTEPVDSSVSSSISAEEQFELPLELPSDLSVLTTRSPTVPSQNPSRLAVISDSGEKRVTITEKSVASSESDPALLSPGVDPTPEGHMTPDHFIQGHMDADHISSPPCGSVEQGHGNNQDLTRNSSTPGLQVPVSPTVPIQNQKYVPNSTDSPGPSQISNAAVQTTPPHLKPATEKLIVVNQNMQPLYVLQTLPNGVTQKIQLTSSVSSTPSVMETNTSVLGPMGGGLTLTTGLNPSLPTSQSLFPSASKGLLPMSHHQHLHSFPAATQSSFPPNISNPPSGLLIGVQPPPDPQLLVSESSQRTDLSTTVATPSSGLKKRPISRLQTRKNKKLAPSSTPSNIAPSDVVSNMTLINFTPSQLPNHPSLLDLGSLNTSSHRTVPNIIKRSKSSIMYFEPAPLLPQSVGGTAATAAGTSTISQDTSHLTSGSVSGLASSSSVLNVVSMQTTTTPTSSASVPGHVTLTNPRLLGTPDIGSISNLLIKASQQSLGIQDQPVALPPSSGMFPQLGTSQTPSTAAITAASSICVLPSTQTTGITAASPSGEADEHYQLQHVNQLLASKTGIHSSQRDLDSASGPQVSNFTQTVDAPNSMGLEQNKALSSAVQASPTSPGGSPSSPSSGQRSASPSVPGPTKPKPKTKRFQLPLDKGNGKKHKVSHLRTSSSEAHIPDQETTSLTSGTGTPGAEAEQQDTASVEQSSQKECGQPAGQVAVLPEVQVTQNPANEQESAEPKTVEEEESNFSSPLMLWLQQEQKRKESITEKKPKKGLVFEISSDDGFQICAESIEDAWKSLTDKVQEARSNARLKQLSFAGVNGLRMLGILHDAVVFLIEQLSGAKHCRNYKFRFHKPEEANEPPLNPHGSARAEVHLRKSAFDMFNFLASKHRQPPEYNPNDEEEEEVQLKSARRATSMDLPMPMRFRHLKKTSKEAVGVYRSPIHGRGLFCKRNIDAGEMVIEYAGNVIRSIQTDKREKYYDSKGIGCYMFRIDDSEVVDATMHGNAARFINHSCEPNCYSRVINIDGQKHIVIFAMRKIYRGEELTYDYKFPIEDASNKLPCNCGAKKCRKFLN
#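 Steps: dispense CXXC domain solution (7 uM) → pin compounds or unlabeled HOX-A9 DNA control → 5 min ambient → add FLSN-HOX-A9 solution (50 nM) → spin → 30 min ambient → fluorescence polarization. Tris pH 7.5/NaCl/DTT/BSA buffer.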
# FBPA coupling cs – counter-screen for Giardia aldolase inhibitors: coupling enzyme system. coupling enzyme system counterscreen, AmpLite Red fluorescence. activity change, negative = inhibition, % at 58.2 µM, hits read low. 0.67% of 290,000 active; in the data active means activity change below about -30%; further: on the % scale 0 is the no-effect control and ±100 the full control effect
#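 Activity here indicates interference with the coupling reaction, not aldolase inhibition. Compounds at 57.5 uM final met coupling enzymes for 10 min at RT; substrate and AmpLite Red detection followed, with a 525/598 nm fluorescence read after 20 min.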
# KCNH2 WT inh – inhibitors of human wildtype KCNH2 potassium channel; Q12809; U2OS, BacMam KCNH2, thallium flux FluxOr; hits give low values; activity change, % at 1.84 µM; 0.37% of 340,000 active;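 active means maximum activity change below -70%; inconclusive means maximum activity change between -70% and -50%; inactive means maximum activity change above -50%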; further: on the % scale 0 is the no-effect control and ±100 the full control effect
#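 U2OS cells transduced with wild-type KCNH2 virus are loaded with FluxOr dye for 45 min, and thallium flux is measured in kinetic reads before and after stimulation buffer. Rate constants are normalized to DMSO controls.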
# TCR activator – activates T cell receptor signaling | 330,000 tested, under 10 active | primary human leukocytes, anti-CD3, IL-2 HTRF, 48 h | AID 504894 | Potency, µM (highest dose often 9.22 µM), without a hit: at the top dose activation of IL-2 secretion, most hits filed as activators; further: % of control where 0% means no effect
#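 IL-2 release read by HTRF sandwich (Eu cryptate donor, d2 acceptor, 665 nm emission) after 48 hr exposure of primary human leukocytes to compound together with anti-CD3 beads in the absence of co-stimulatory signals.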
# An asterisk follows results filed as active; ? = inconclusive; . = no result given; [ ] = another dose, or the depositor's remark. Unless noted, the call rests on the fitted dose curve; in most records, active means well fitted curve in the direction sought with a large enough effect; inconclusive means small, poorly fitted or top-dose-only effect, or another doubt; inactive means no such curve, though single readings can be large; an effect the other way counts as inactive or inconclusive.
# Second line of a record – Giardia killer, A-T KAP1 phos, TSHR antagonist, Chronic BCR inh, Tb PFK inh, GALK inhibitor, CXXC DNA block, FBPA coupling cs, KCNH2 WT inh, TCR activator
- CCc1ccc(Nc2cnn(-c3nc4ccccc4s3)c(=O)c2Cl)cc1
  2.0, -6.5%, -11.6, ?, 1.8%, -0.6%, 12.9%, 2.7, -9.5, 6.8%[46.1 µM]
- O=c1cc(-c2ccccc2)nc2nc(COc3ccccc3)[nH]n12
  6.9, 0.0%, -10.0, ?, -3.3%, -11.7%, -1.2%, 13.6, 4.9, -1.0%
- Fc1ccccc1OCCSc1nc2ccccc2o1
  1.0, 18.0%, -16.8, 14.5%, -5.4%, -2.8%, -4.3%, -0.4, 3.5, 2.5%
- COc1ccccc1/C=C(/C(=O)NCCCn1ccnc1)c1ccccc1
  3.9, 0.9%, -5.2, -3.4%, 8.8%, -0.7%, -27.1%, -0.5, 12.2, 10.2%
- O=C(NC(=S)Nc1cccc2cc(O)ccc12)c1ccco1
  4.7, 16.3%, 62.7, 7.5%, -1.0%, -7.0%, 4.9%, 0.7, 1.4, -0.5%
- O=C(NC(=S)Nc1ccccc1Br)c1ccc2c(c1)OCO2
  -18.2, -0.8%, -1.0, 9.5%, -0.5%, -1.8%, -6.1%, ., ?, -1.4%
- C/C(=N/NC(=O)c1cc(-c2ccc(Br)s2)[nH]n1)c1ccco1
  -0.4, -2.5%, 1.0, ?, 3.5%, -1.2%, 29.4%, 0.2, 3.1, -1.5%
- CSCCC(NS(=O)(=O)c1cccc(C(F)(F)F)c1)C(=O)N(C)CCOc1ccc(Cl)cc1 (stereo not given)
  -2.3, 6.2%, -3.6, ?, 1.4%, ., ., ., 3.4, -1.0%
- Cn1ncc(Cl)c1C(=O)N1CCN(C(=O)c2ccco2)CC1
  -12.3, -1.7%, 1.2, 0.0%, -3.1%, 6.8%, 1.0%, 0.1, 5.4, -3.4%
- O=C(O)CCC1=C2c3ccccc3CCN2C(=O)CC1
  -10.5, 3.8%, 1.3, 4.0%, 3.6%, 0.9%, 3.5%, -2.5, 1.3, -2.6%
- Cc1nnc(Sc2cc(C(=O)NCCCOC(C)C)c3ccccc3n2)s1
  -0.3, -15.4%, 4.8, -0.5%, 0.4%, 3.5%, -6.0%, -0.5, -7.0, -3.9%
- CN1CCN(NC(=S)NC2CCCC2)CC1
  8.1, 5.2%, 0.7, -1.1%, -1.7%, -0.3%, -4.2%, 1.9, 16.2, -0.8%
- CC(NC(=O)CN1C(=O)c2ccccc2C1=O)c1ccccc1 (stereo not given)
  0.9, -11.4%, 9.2, ?, 13.7%, 5.1%, 6.0%, 0.5, -4.4, -2.8%
- COc1ccc(C(CNC(=O)c2c(C)nn(Cc3ccccc3)c2Cl)N2CCOCC2)cc1 (stereo not given)
  -18.6, -8.3%, 1.2, -0.1%, 0.0%, ., ., ., 8.8, .
- COc1cc(OC)cc(C(=O)NCC(=O)Nc2ccc(-c3ccccc3)cc2)c1
  -3.4, -2.1%, -4.6, ?, 1.2%, -2.0%, -1.1%, -1.1, 2.0, 0.0%
- Cc1ccc2nc(NC(=O)CSCc3ccccc3)sc2c1
  -10.9, -2.4%, -11.7, ?, 1.8%, -2.0%, -3.5%, 0.2, -5.3, 12.7%
- CN(C)Cc1ccccc1COc1ccccc1
  -20.1, -1.8%, 10.5, -1.3%, -14.0%, 0.5%, -4.3%, 0.6, 38.3, -6.2%[46.1 µM]
- COc1cccc(OC)c1CNC(=O)CCSCc1ccccc1F
  -8.2, 4.2%, -8.9, -6.5%, -10.7%, -3.0%, -0.5%, 0.2, -2.1, 1.3%
- NS(=O)(=O)c1ccc(N/N=C/c2cn(-c3ccccc3)nc2-c2cccs2)c([N+](=O)[O-])c1
  14.4, -6.1%, -3.2, 6.8%, -4.1%, 9.4%, -14.3%, -1.2, 3.4, 4.1%
- CCC(C)N(C(=O)CSc1nncn1C)C1CCS(=O)(=O)C1 (stereo not given)
  8.3, 11.3%, 3.2, -1.8%, -0.9%, ., ., ., -4.5, -1.8%
- CN(C(=O)c1cccc(Cl)c1)C1CCCN(Cc2ccccc2F)C1 (stereo not given)
  9.3, 2.5%, 2.1, 0.4%, -0.5%, 0.4%, -6.6%, 0.2, -1.0, -0.1%
- O=c1[nH]nc(Cc2ccc(-c3cccc(Cl)c3)o2)c2ccccc12
  -13.7, 1.4%, -41.1, 7.5%, -2.6%, 0.4%, -3.0%, -1.2, -11.3, -5.7%
- Cc1cc(C)nc(SCC(=O)NNC(=O)c2ccccc2C)n1
  1.6, -1.9%, 2.0, 9.9%, -0.7%, 1.6%, -11.0%, 1.6, 3.8, 11.9%
- Cc1nc2ccc(S(=O)(=O)NC(CC(C)C)C(=O)O)cc2s1 (stereo not given)
  ?, 3.8%, 7.9, 6.6%, 19.6%, 0.0%, -1.2%, 12.2, 2.1, 1.5%
- CCOc1ccc(NC(=O)CSCc2cnn(-c3ccccc3)c2-n2cccc2)cc1
  3.2, 0.0%, -7.1, -19.4%, -1.0%, 0.4%, 0.5%, 3.5, -7.3, -1.8%
- O=c1c2ccccc2cnn1Cc1nnc(-c2cccs2)o1
  -24.7, 3.0%, 3.1, -1.8%, 4.5%, 0.2%, 0.9%, 0.5, -0.9, 3.1%
- O=C1NC(=O)/C(=C\c2ccc(Br)o2)S1
  -13.5, -0.5%, -6.4, ?, 19.4%, -9.3%, 7.4%, 0.7, -4.3, -4.6%
- O=C1CNC(=S)N1CCCc1ccccc1
  -3.0, -1.7%, 1.8, -3.3%, -4.2%, 2.1%, 5.2%, -2.1, 0.7, 2.3%
- Cc1ccc(C(=O)NNC(=O)CSc2nnc3c(n2)[nH]c2ccc(F)cc23)cc1
  -16.9, 6.8%, 8.2, -2.4%, 0.7%, 0.7%, 58.9%[activator], 0.6, -6.9, -3.1%
- Cc1ccc(Cn2c(-n3nc(C)cc3C)nc3c2c(=O)[nH]c(=O)n3C)cc1
  -23.2, 1.3%, -1.0, -0.2%, -7.2%, 5.4%, -5.1%, 2.9, -5.9, .
- CC(=O)N(/N=C/c1cccc(C)c1)c1nc(-c2ccc(Br)cc2)cs1
  15.8, 4.6%, 13.5, -1.5%, -0.6%, 4.3%, 2.2%, 1.4, 0.1, -1.4%
- O=C(N/N=C/c1c(Cl)cccc1Cl)c1cccc(F)c1
  21.4, 2.5%, -3.1, 7.0%, -2.1%, -8.7%, 8.1%, 2.7, 8.3, 0.2%
- Cc1ccccc1C1=N/C(=C/c2cccnc2)C(=O)O1
  -3.3, -1.5%, 4.2, 1.0%, -5.3%, -1.4%, 6.5%, -0.4, 3.7, -3.8%
- C=CCC(Nc1ccccc1)c1cccc(OC)c1OC (stereo not given)
  6.8, -15.4%, 0.8, 15.5%, -1.5%, -1.4%, -8.6%, -0.4, 1.1, -3.6%
- CC1CN(C(=O)c2ccc([N+](=O)[O-])s2)CC(C)O1 (stereo not given)
  ?, -0.4%, -14.3, 1.4%, 0.7%, ., ., ., -24.3, .
- COC(=O)c1sccc1NC(=O)Nc1cccc(C(C)=O)c1
  0.3, -0.5%, -12.4, ?, 0.6%, 0.7%, -19.2%, -5.5, -2.5, -2.2%
- Cc1cccc2nc(-c3ccco3)c(Nc3ccc4c(c3)OCO4)n12
  -6.3, -0.9%, -6.5, 3.0%, -0.8%, 0.9%, -2.2%, -1.0, 0.6, 8.8%
- CN(C)S(=O)(=O)c1cccc(C(=O)OCC(=O)N2c3ccccc3NC(=O)C2(C)C)c1
  -12.4, 4.3%, -4.8, 2.3%, -2.9%, 0.2%, -2.3%, -1.0, -7.2, 0.4%
- COC(=O)C1=C(C)N(C)C(=S)NC1c1ccc(OC)cc1OC (stereo not given)
  -2.7, 4.9%, -1.9, -2.3%, 0.8%, 0.7%, 4.7%, 3.6, ., -1.1%
- O=C(CN1C(=O)c2ccccc2C1=O)Oc1ccc(Cl)cc1
  13.8, -0.3%, -3.2, 1.3%, -5.7%, 3.5%, 0.6%, -1.7, 16.6, 2.1%
- CC(=O)Nc1cccc(NC(=S)Nc2cccc3ccccc23)c1
  -13.0, 24.0%, -7.9, -0.5%, 1.3%, -1.1%, 0.1%, ., 10.4, -5.2%
- CCCCN1CCN=C1Nc1ccccc1
  -11.5, 2.6%, 1.2, -0.5%, 2.2%, ., 6.6%, 2.3, -5.1, 5.7%
- O=C(CNC(=O)c1ccccc1F)OC1CCOC1=O (stereo not given)
  6.6, -1.8%, ., -0.1%, -1.3%, ., ., ., -2.9, -7.5%
- CC(C)C(C)NC(=O)CSc1nc2scc(-c3ccco3)c2c(=O)n1-c1ccccc1 (stereo not given)
  -15.4, 2.2%, 33.8, 3.8%, 1.5%, -2.5%, 5.8%, 6.1, 4.3, -8.3%
